From PubChem BioAssay
aSyn rescue: inhibitors of alpha-synuclein toxicity in yeast. Yeast expressing alpha-synuclein, growth rescue, BacTiter-Glo, 24 h. Potency, µM (highest dose often 46.1 µM), inactives show top-dose growth rescue (activation), hits mostly activators. hit rate 0.14% among 370,000. AID 652106; also: potency is read from the fitted curve at half-maximal effect; % of control where 0% means no effect; nearly all actives have a fitted effect of over 65% in size
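Rescue of yeast growth: cells expressing toxic alpha-synuclein, induced in galactose at OD600 0.02, incubated with compound 24 h at 30 C. ATP luminescence quantified growth; inhibitors of toxicity appear as activators.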
Abeta rescue: restores growth of yeast expressing A-beta42 peptide; yeast expressing A-beta42, growth rescue, OD600, 48 h; response scale: 0% DMSO, 100% iron-clioquinol control; Potency, µM (highest dose often 46.1 µM), inactives show at the highest dose growth rescue, most hits filed as activators; hit rate 0.063% among 410,000; AID 1347071; also: potency is read from the fitted curve at half-maximal effect; nearly all actives have a fitted effect of over 55% in size
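Growth rescue measured by 600 nm absorbance after 48 h yeast culture at 30 C with compound. Values normalized between DMSO and an equimolar ferric chloride plus clioquinol control.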
TDP43 rescue: TDP-43 toxicity inhibition in yeast; TDP-43 expressing yeast growth rescue, BacTiter-Glo, 24 h; Potency, µM (series often up to 46.1 µM), inactives show top-dose growth rescue (activation), hits mostly activators; hit rate 1.8% among 410,000; AID 652104; also: potency is read from the fitted curve at half-maximal effect; % of control where 0% means no effect; nearly all actives have a fitted effect of over 50% in size
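Cell-based yeast growth screen: TDP-43 expression induced in galactose, inoculum OD600=0.02 after raffinose pregrowth to mid-log. Read-out BacTiter-Glo luminescence at 24 hr, 30 deg C; inhibition of toxicity seen as signal increase.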
DRD3 agonist: D3 dopamine receptor (human) agonism; P35462; D3R DiscoveRx beta-arrestin cells, luminescence, 90 min; max activation, %; hit rate 0.58% among 410,000; AID 652048; in the data active = max activation above about 30%; also: 0% is about no effect; mostly tested at two doses, the higher about 12 µM
Target sequence (P35462 whole entry, looked up): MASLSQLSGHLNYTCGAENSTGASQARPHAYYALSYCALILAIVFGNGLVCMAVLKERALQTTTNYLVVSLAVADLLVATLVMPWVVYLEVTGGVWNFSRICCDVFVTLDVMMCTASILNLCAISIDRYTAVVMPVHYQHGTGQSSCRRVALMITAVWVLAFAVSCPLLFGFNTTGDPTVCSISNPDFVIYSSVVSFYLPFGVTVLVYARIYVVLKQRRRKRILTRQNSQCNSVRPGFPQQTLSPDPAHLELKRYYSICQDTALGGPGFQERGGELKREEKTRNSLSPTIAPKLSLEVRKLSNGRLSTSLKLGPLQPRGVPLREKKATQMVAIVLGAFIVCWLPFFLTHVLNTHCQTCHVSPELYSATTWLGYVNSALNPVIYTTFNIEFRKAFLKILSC
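Agonist mode: compounds and dopamine controls were applied to plated cells for 90 min at 37 degrees C after an overnight attachment at 1500 cells/well. Luminescent read-out followed 30 - 60 minutes at room temperature with DiscoveRx detection reagent.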
EPAC2 antag: blocks human EPAC2 exchange factor | Q8WZA2 | Potency, µM (top dose mostly 114 µM), without a hit: top-dose activity, negative = inhibition, usual class: inhibitors | AID 720708 | EPAC2 GEF exchange of Rap1B-BODIPY-GDP, fluorescence | hit rate 0.18% among 360,000; also: potency is read from the fitted curve at half-maximal effect; % is scaled to controls: 0 for no effect and ±100 for the full control effect; nearly all actives have a fitted effect of over 45% in size; many of its hits are not listed in these tables
FUS suppressor: suppressors of FUS proteinopathy in yeast. S. cerevisiae FUS-expressing, growth rescue, OD600, 24 h. Potency, µM (doses to about 76.6 µM), without a hit: at the top dose growth rescue (activation), most hits filed as activators. hit rate 0.24% among 390,000. AID 1347120;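 also: potency is read from the fitted curve at half-maximal effect; plate controls were DMSO vehicle for no effect and reference control for full effect; nearly all actives have a fitted effect of over 55% in size; some results filed as inactive show a strong effect at the top dose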
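Cultures pregrown in 2.5% raffinose medium are shifted to minimal medium containing 2% galactose to express toxic FUS. Compounds are tested at several concentrations. After 24hr at 30C, growth is quantified at 600 nm absorbance.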
DRD3 antagonist: D3 dopamine receptor (human) antagonism; D3R cells, DiscoveRx beta-arrestin luminescence, antagonist mode; hits give low values; AID 652054; P35462; max response, negative = inhibition, %; hit rate 2.5% among 360,000; in the data active = max response below about -50%; inconclusive = no clear call, values can overlap the other calls; also: % is scaled to controls: 0 for no effect and ±100 for the full control effect; mostly tested at two doses, the higher about 12 µM
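Cells plated overnight at 1500 cells/well, then exposed to library compounds with dopamine controls for 90 minutes at 37 degrees C. DiscoveRx reagent added for 30–60 minutes at room temperature; luminescence read, quantitative HTS format.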
EPAC2 ag: agonists of human EPAC2 (RAPGEF4); Q8WZA2; EPAC2 activation, biochemical qHTS; response scale: 100% = 6.5 mM cAMP response; Potency, µM (highest dose often 154 µM), for the others: at the top dose activation, usual class: activators; hit rate 0.079% among 360,000; also: potency is read from the fitted curve at half-maximal effect; nearly all actives have a fitted effect of over 50% in size
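Fluorescence exchange assay: 100 nM EPAC2 with 250 nM RAP1B-BODIPY-GDP and 50 uM GDP; compounds tested as a concentration-titration series (qHTS). Loss of Rap1-bound BODIPY-GDP fluorescence read at 480/540 nm; data normalized to 6.5 mM cAMP.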
Numbers without * were called inactive; ? = inconclusive; . = not tested or not shown; [ ] = another dose, or the depositor's remark. Unless noted, calls follow the shape of the dose curve; as a rule, active = well fitted curve in the direction sought with a large enough effect; inconclusive = small, poorly fitted or top-dose-only effect, or another doubt; inactive = no such curve, though single readings can be large; an effect the other way counts as inactive or inconclusive. Only part of the results is shown, so the mix of outcomes need not match the whole.

SMILES	aSyn rescue	Abeta rescue	TDP43 rescue	DRD3 agonist	EPAC2 antag	FUS suppressor	DRD3 antagonist	EPAC2 ag
Cc1ccc(S(=O)(=O)CCC(=O)OCC(=O)N2CC(=O)Nc3ccccc32)cc1	-7%	-20%	-7%	-9	17%	3%	-24	5%
S=C(NCC(c1ccco1)N1CCCC1)Nc1ccccc1 (stereo unspecified)	0%	-7%	-15%[0.397 µM]	-11	2%	6%	30	6%
CSc1ccc(CCNC(=O)c2cccc3c2C(=O)N(C2CCCCC2)C3)cc1	3%	0%	?	3	-17%	38%	34	2%
Cc1ccc(-c2nnc(SCC(=O)OC(C)C)n2N)cc1	.	7%	1%	2	8%	-21%	32	3%
CCCNC(=O)C1(C)CCCN(C(=O)c2ccc(F)cc2Cl)C1 (stereo unspecified)	2%	-14%	0%	0	-6%	-2%	2	6%
CCOC(=O)C1(C)/C(=N/Nc2ccc(Cl)cc2)C(=O)C(=O)N1c1ccccc1 (stereo unspecified)	0%	14%	3%	-5	19%	31%	?	-8%
COc1ccccc1N1CCN(C(=O)CSc2nc(-c3ccc(C(C)C)cc3)no2)CC1	.	-7%	?	15	.	?	.	.
CC(=O)c1ccc(NC(=O)c2nn(C)c3c2COc2ccccc2-3)cc1	.	3%	21%	3	.	-12%	.	.
COc1cccc(C2c3c(-c4ccccc4)n[nH]c3C(=O)N2c2ccc(C(=O)O)cc2)c1 (stereo unspecified)	5%	15%	-11%	-1	11%	1%	15	6%
O=C(CSc1nc2ccccc2c(=O)[nH]1)N1CCOCC1	0%	14%	-21%	-10	8%	5%	-9	8%
CC(NC(=O)c1ccccc1)c1nc2ccccc2n1Cc1ccc(Cl)cc1 (stereo unspecified)	.	9%	?	-16	.	-23%	.	.
COc1cc2c(cc1OC)C(C)=NCC2	3%	2%	-1%	6	-2%	0%	12	-4%
CN1CCC(OC(=O)COc2ccc(Br)cc2)CC1	-1%	-1%	11%[9.22 µM]	-3	2%	15%	7	11%
CC1CCN(CC(O)COC2CC(C)CCC2C(C)C)CC1 (stereo unspecified)	2%	-1%	9%	-12	-3%	4%	1	2%
Cn1c(-c2cc3c(C(F)(F)F)nn(C)c3s2)n[nH]c1=S	-8%	11%	-1%	-4	-1%[57.1 µM]	3%	0	3%
CCCCCCCC(=O)N/N=C(\C)c1cccnc1	-6%	-17%	0%	-2	-3%	10%	18	0%
O=C(NCCCN1CCCC1=O)c1c(O)nc2ccccn2c1=O	2%	-5%	0%	0	1%	-24%	-1	4%
CCc1ccc(C2NC(=O)c3ccccc3O2)cc1 (stereo unspecified)	14%	1%	?	5	6%	15%	-14	8%
O=C(NCC1CCCO1)c1cccc(Oc2ccccc2)c1 (stereo unspecified)	0%	-6%	?	-2	-8%	12%	2	1%
Nc1c(C(=O)c2ccccc2)sc2nsc(SCCN3CCCC3)c12	7%	-20%	-12%	-6	-8%	2%	-16	?
CCOC(=O)Cc1csc(NC(=O)c2cc(=O)c3ccccc3o2)n1	-8%	-14%	-15%	-1	-5%	3%	-1	3%
COc1ccccc1CN(C)CC(=O)Nc1ccc(Cl)cc1C(F)(F)F	-6%	11%	3%	-4	-15%	-18%	8	-3%
O=C(C1COc2ccccc2O1)N1CCN(c2ccccc2F)CC1 (stereo unspecified)	3%	8%	?	-10	0%	6%	-10	17%
CC(NC(=O)c1ccccc1NC(=O)c1ccco1)C(=O)O (stereo unspecified)	-1%	13%	-11%	0	-1%	2%	-1	3%
Cc1cc(-n2c(C)cc(C(=O)CN3C(=O)NC4(CCCCCC4)C3=O)c2C)no1	2%	4%	-8%	-4	-5%	10%	11	12%
COc1ccc(-c2nc(N)ncc2Oc2ccccc2Br)c(O)c1	7%	14%[9.22 µM]	0%	3	-11%	-37%	23	-3%
COC(=O)c1sccc1NC(=O)c1cccc(Cl)c1	-10%	-8%	?	0	8%	-18%	10	14%
O=C1CC2CC1C(C(=O)O)C2C(=O)O (stereo unspecified)	2%	13%	22%	6	-5%	.	4	-1%
COc1ccccc1-c1nnc(SCC(=O)NNC(=O)c2ccccc2F)n1C	4%	1%	22%	2	-2%	-22%	12	8%
COc1ccc(N2CCOCC2)c(NC(=O)c2ccc3c(c2)OCO3)c1	2%	-15%	10%	-5	-4%	-10%	2	12%
O=C(C1=C[C@@H](C2CC2)C[C@@H](OCCCCO)O1)N1CCOCC1	1%	7%	2%	2	-8%	-2%	40	-3%
O=C(Nc1cccc(Oc2ccc3c(c2)C(=O)NC3=O)c1)c1cccs1	2%	18%	?	2	-6%	.	-23	15%
CNC(=O)c1ccsc1NC(=O)c1sc2ccccc2c1Cl	-5%	2%	17%	-1	4%	5%	54	12%
COc1ccccc1C(=O)NNC(=O)c1ccc2ccccc2c1O	?	-26%	-14%	2	-12%	-12%	8	1%
Cc1ccc2c(C)c(C(=O)N(C)C(C)c3ccncn3)oc2c1C (stereo unspecified)	12%	-6%	26%	2	-1%	17%	0	3%
COc1ccccc1OC(C)C(=O)Nc1cccc(-c2nc3ccccc3o2)c1 (stereo unspecified)	.	-16%	?	3	.	28%	.	.
O=C(CNC(=O)c1ccccc1)OCC(=O)N1N=C(c2ccc(Cl)cc2)CC1c1ccco1 (stereo unspecified)	-2%	3%	0%	4	0%	22%	4	12%
CCOC(=O)CSC1=NC(=O)/C(=C/c2ccc(Br)cc2)S1	-31%[inhibitor]	-63%[inhibitor]	11µM*	-1	?	28%	-4	8%
Cc1cc(S(=O)(=O)N(Cc2ccc(C(C)(C)C)cc2)Cc2cccs2)ccc1-n1cnnn1	1%	25%	-8%	2	-6%	.	12	11%
CCN1CCN(C(=S)c2ccc(Br)cc2)CC1	3%	6%	0%	-24	1%	8%	-55*	1%
CC(COc1ccccc1)N1CCC(CO)(CCc2ccccc2)CC1 (stereo unspecified)	-4%	-10%	-12%	2	6%	-1%	-62*	-18%
Cc1ccc(-c2c(C(=O)N/N=C/c3ccc(C)o3)nnn2-c2nonc2N)cc1	-9%	-25%	6%	0	3%	6%	-10	9%
Cc1cccc(CCNS(=O)(=O)c2ccc3c(c2)NC(=O)C(C)S3)c1 (stereo unspecified)	-3%	.	-3%	3	-14%	-9%	0	28%
C=CCc1ccccc1OCC(=O)OCCNC(=O)c1cccnc1	0%	-7%	1%	1	9%	12%	-29	-3%
O=C(c1cccs1)N(Cc1ccc(Cl)cc1)C1CCS(=O)(=O)C1 (stereo unspecified)	3%	-8%	-22%	-10	-2%	-7%	-15	4%
CN(C)CCOc1ccccc1C(C)(C)C	0%	3%	8%	-7	5%	11%	?	0%
COCCCn1c(=N)c(C(=O)NCC2CCCO2)cc2c(=O)n3cc(C)ccc3nc21 (stereo unspecified)	.	3%	-4%	3	.	-16%	.	.
C=CCC1c2cccc(C(=O)O)c2C(=O)N1c1ccc(Cl)cc1 (stereo unspecified)	-8%	-48%[inhibitor]	?	4	1%	6%	-30	6%
COC(=O)c1ccc(CNC(=O)C2CCC(=O)N(Cc3cccc(F)c3)C2)cc1 (stereo unspecified)	3%	-7%	21%	-2	-1%	.	11	5%
CC(=O)N1CCN(C(=O)c2ccco2)CC1	-8%	8%	-6%	8	0%	-10%	-7	5%
O=C(Cc1ccc(Cl)cc1)Nc1ccc(-c2nnc(-c3ccco3)o2)cc1	2%	8%	13%	3	0%	23%	47	-3%
COc1cc(C(=O)Nc2ccc(-n3cnnn3)c(C)c2)cc(OC)c1OC	3%	5%	-13%	-3	-8%	?	13	3%
COc1ccc(CCN=C(NS(=O)(=O)c2ccccc2)c2ccccc2)cc1OC	-6%	-17%	-10%	14	12%	6%	5	-7%
OC(COc1ccc(Cl)cc1)CN1CCC(Cc2ccccc2)CC1 (stereo unspecified)	17%	-8%	-7%	-11	-2%	16%	-76*	-15%
Cc1nc2c3ccccc3n(CC#N)c(=O)n2n1	-2%	-6%	-1%	5	-4%	-27%	-19	9%

Part of the list above in another layout.
| structure | aSyn rescue | Abeta rescue | TDP43 rescue | DRD3 agonist | EPAC2 antag | FUS suppressor | DRD3 antagonist | EPAC2 ag |
| --- | --- | --- | --- | --- | --- | --- | --- | --- |
| CCN1CCN(C(=S)c2ccc(Br)cc2)CC1 | 3% | 6% | 0% | -24 | 1% | 8% | -55* | 1% |
| CC(COc1ccccc1)N1CCC(CO)(CCc2ccccc2)CC1 (stereo unspecified) | -4% | -10% | -12% | 2 | 6% | -1% | -62* | -18% |
| Cc1ccc(-c2c(C(=O)N/N=C/c3ccc(C)o3)nnn2-c2nonc2N)cc1 | -9% | -25% | 6% | 0 | 3% | 6% | -10 | 9% |
| Cc1cccc(CCNS(=O)(=O)c2ccc3c(c2)NC(=O)C(C)S3)c1 (stereo unspecified) | -3% | . | -3% | 3 | -14% | -9% | 0 | 28% |
| C=CCc1ccccc1OCC(=O)OCCNC(=O)c1cccnc1 | 0% | -7% | 1% | 1 | 9% | 12% | -29 | -3% |
| O=C(c1cccs1)N(Cc1ccc(Cl)cc1)C1CCS(=O)(=O)C1 (stereo unspecified) | 3% | -8% | -22% | -10 | -2% | -7% | -15 | 4% |
| CN(C)CCOc1ccccc1C(C)(C)C | 0% | 3% | 8% | -7 | 5% | 11% | ? | 0% |
| COCCCn1c(=N)c(C(=O)NCC2CCCO2)cc2c(=O)n3cc(C)ccc3nc21 (stereo unspecified) | . | 3% | -4% | 3 | . | -16% | . | . |
| C=CCC1c2cccc(C(=O)O)c2C(=O)N1c1ccc(Cl)cc1 (stereo unspecified) | -8% | -48%[inhibitor] | ? | 4 | 1% | 6% | -30 | 6% |
| COC(=O)c1ccc(CNC(=O)C2CCC(=O)N(Cc3cccc(F)c3)C2)cc1 (stereo unspecified) | 3% | -7% | 21% | -2 | -1% | . | 11 | 5% |
| CC(=O)N1CCN(C(=O)c2ccco2)CC1 | -8% | 8% | -6% | 8 | 0% | -10% | -7 | 5% |
| O=C(Cc1ccc(Cl)cc1)Nc1ccc(-c2nnc(-c3ccco3)o2)cc1 | 2% | 8% | 13% | 3 | 0% | 23% | 47 | -3% |
| COc1cc(C(=O)Nc2ccc(-n3cnnn3)c(C)c2)cc(OC)c1OC | 3% | 5% | -13% | -3 | -8% | ? | 13 | 3% |
